# All columns: NCI-60 one-dose screen, growth in % after 48 h at 10 µM unless noted; 100 = growth as untreated, 0 = no growth, -100 = all killed.
# SF-268: SF-268 CNS cancer cells | actives 3.1% (n = 82,000) | AID 1794759
# HCC-2998: HCC-2998 colon cancer. actives 4.7% (n = 79,000)
# HT29: HT29 colon cancer; AID 1794748; actives 7.4% (n = 81,000)
# HCT-15: HCT-15 colon cancer; actives 5.2% (n = 82,000)
# HCT-116: HCT-116 colon cancer; actives 7.3% (n = 82,000); AID 1794798
# KM12: KM12 colon cancer cells; AID 1794800; actives 5% (n = 82,000)
# SW-620: SW-620 colon cancer. actives 5.2% (n = 82,000)
# SNB-75: SNB-75 CNS cancer | actives 5% (n = 79,000) | AID 1794750
# SNB-19: SNB-19 CNS cancer cells; actives 2.5% (n = 81,000)
# * hit, by the source's call; . = not tested or not shown; & = joins results of further samples; [ ] = dose if it differs, or a comment. The calls were made as follows: active = growth percent below 10; inactive = the rest.
nr	Compound	SNB-75	SW-620	HCT-116	SNB-19	KM12
1	COc1ccc2c(c1)sc1nc(-c3ccccc3)c(-c3ccsc3)n12	6.2*	19	31	41	19
2	O=C(O)c1ccc(-n2cc(CNc3ccccc3)c(-c3ccc(C(F)(F)F)cc3)n2)cc1	.	99	90	89	93
3	COc1ccc(/C=C2/CCOC2=O)cc1	90	95	105	95	101
4	C1=C(c2ccccc2)n2cnc3ncnc-3c2NN1	59	93	76	105	86
5	CCOc1ccccc1C(=O)N(CC)CC	89	98	100	100	98
6	COc1cc2ncnc(Nc3ccc(C(=O)/C=C/c4cc(OC)c(OC)c(OC)c4)cc3)c2cc1OC	95	104	53	80	86
7	N#CCNC(=O)c1ccc(-c2ccnc(Nc3ccc(N4CCOCC4)cc3)n2)cc1	-4.4*	24	-4.6*	51	17
8	O=[N+]([O-])c1cc2c(NCCO)nc(-c3ccccc3)nc2[nH]1	85	95	93	99	93
9	Clc1ccc(-c2nn(-c3ccccc3)cc2-c2nc3ccccc3[nH]2)cc1	84	90	55	85	79
10	CS(=O)(=O)c1ccc(-c2cnc3ccc(-c4cccc(C(F)(F)F)c4)nn23)cc1	42	102	64	.	74

nr	HCT-15	HCC-2998	HT29	SF-268
1	30	12	-5.8*	54
2	80	98	96	87
3	103	87	.	89
4	95	92	79	93
5	101	108	109	106
6	85	107	91	92
7	21	31	24	22
8	96	111	101	92
9	72	89	78	83
10	49	75	47	54

# Single entries from the entries so far.
# `CS(=O)(=O)c1ccc(-c2cnc3ccc(-c4cccc(C(F)(F)F)c4)nn23)cc1` in HCC-2998: 75
# `COc1ccc(/C=C2/CCOC2=O)cc1` in SW-620: 95
# `COc1ccc2c(c1)sc1nc(-c3ccccc3)c(-c3ccsc3)n12` in HCT-116: 31
# `Clc1ccc(-c2nn(-c3ccccc3)cc2-c2nc3ccccc3[nH]2)cc1` in SW-620: 90

# Remaining list, next part
nr	Compound	SNB-75	SW-620	HCT-116	SNB-19	KM12
11	COc1cc2oc(-c3cccc(NC(=O)c4cccc(NC(=O)[C@H](C)N)c4)c3)cc(=O)c2c(OC)c1OC	89	102	105	104	80
12	Cc1[nH]c(=O)[nH]c(=O)c1[N+](=O)[O-]	96	110	107	99	110
13	COc1cccc(C2=NN(c3ccc(-c4ccccc4)nn3)C(c3cccc(C)c3)C2)c1 (stereo not drawn)	98	93	82	88	97
14	Nc1ccnc(=O)[nH]1	95	115	110	98	113
15	Cc1ccc2nc(C)c(-c3nnc(SCc4ccc([N+](=O)[O-])cc4)o3)n2c1	58	89	85	55	91
16	CNC(=O)c1cc(Oc2ccc3nc(NC(=O)c4ccc(CN5CCN(C)CC5)c(C(F)(F)F)c4)sc3c2)ccn1	55	11	32	76	47
17	O=c1cc(-c2ccccc2O)oc2ccc3ccccc3c12	84	94	77	89	81
18	N#CC1=C(SCC(=O)NC2CCCCC2)NC(=O)CC1c1ccccc1F (stereo not drawn)	110	97	103	112	100
19	CS(=O)(=O)c1ccc(C(=O)N/N=C/c2c[nH]c3ccccc23)cc1	87	103	100	98	102
20	N#CCCCC(CCCC#N)(c1ccccc1)c1ccccc1	88	103	87	102	100

nr	HCT-15	HCC-2998	HT29	SF-268
11	72	105	101	90
12	104	97	130	109
13	89	104	91	91
14	101	115	106	112
15	81	104	89	78
16	8.9*	71	16	75
17	77	95	95	91
18	99	114	90	108
19	100	99	105	94
20	88	108	103	104

# 6 entries from above, with values under each structure.
# The line under a structure holds: SNB-75, SW-620, HCT-116, SNB-19, KM12, HCT-15, HCC-2998, HT29, SF-268
12) Cc1[nH]c(=O)[nH]c(=O)c1[N+](=O)[O-]
 : 96, 110, 107, 99, 110, 104, 97, 130, 109
13) COc1cccc(C2=NN(c3ccc(-c4ccccc4)nn3)C(c3cccc(C)c3)C2)c1 (stereo not drawn)
 : 98, 93, 82, 88, 97, 89, 104, 91, 91
14) Nc1ccnc(=O)[nH]1
 : 95, 115, 110, 98, 113, 101, 115, 106, 112
15) Cc1ccc2nc(C)c(-c3nnc(SCc4ccc([N+](=O)[O-])cc4)o3)n2c1
 : 58, 89, 85, 55, 91, 81, 104, 89, 78
16) CNC(=O)c1cc(Oc2ccc3nc(NC(=O)c4ccc(CN5CCN(C)CC5)c(C(F)(F)F)c4)sc3c2)ccn1
 : 55, 11, 32, 76, 47, 8.9*, 71, 16, 75
17) O=c1cc(-c2ccccc2O)oc2ccc3ccccc3c12
 : 84, 94, 77, 89, 81, 77, 95, 95, 91

# Going on with the list:
nr	Compound	SNB-75	SW-620	HCT-116	SNB-19	KM12
21	CCC1([N+](=O)[O-])COC(/C=C/c2ccccc2)OC1 (stereo not drawn)	91	102	93	97	114
22	COc1ccccc1C(=O)Nc1ccc(-c2cc(=O)c3c(OC)c(OC)c(OC)cc3o2)cc1	55	99	88	77	82
23	CSc1oc(-c2ccc(C)cc2)nc1S(=O)(=O)c1ccccc1	76	107	87	101	100
24	CC1=CC(=O)C(/C(C)=N/NC(=O)c2ccccc2NC(=O)c2ccccc2)C(=O)O1 (stereo not drawn)	94	109	103	93	94
25	CCCC/C(=N/NC(N)=O)C(OC)OC	84	109	98	102	106
26	COc1ccc(C(=O)N/N=C/c2cc(OC)c(OC)cc2Br)cc1	107	105	104	103	105
27	COc1cc2nc(N3CCCC3)nc(NCCc3ccccc3)c2cc1OC	94	0.9*	2.9*	88	96
28	COc1ccc([C@@H]2[C@H](C(=O)O)c3ccccc3C(=O)N2c2ccc(OC)cc2)cc1	90	96	80	99	97
29	CCOC(=O)C1=C(C(C)=O)C(c2ccc([N+](=O)[O-])cc2)C(C(C)=O)=C(C(=O)OCC)N1	98	97	83	.	102
30	NC(=O)CC[n+]1ccc(C(=O)O)cc1	76	99	99	99	99

nr	HCT-15	HCC-2998	HT29	SF-268
21	107	.	93	107
22	85	89	77	64
23	95	109	89	89
24	106	95	98	75
25	101	102	99	104
26	107	108	114	109
27	-55*	71	5.3*	87
28	98	103	90	97
29	97	105	100	97
30	92	99	99	114

# New compounds follow.
nr	Compound	SNB-75	SW-620	HCT-116	SNB-19	KM12
31	COc1cc(/C=C/C(=O)CC(=O)/C=C/c2cc(Br)c(O)c(OC)c2)cc(Br)c1O	89	120	87	90	88
32	Cc1cc(NS(=O)(=O)c2ccccc2)ccc1O	75	104	105	95	107
33	Cc1ccc(/C=C2\Oc3ccc(O)c(-c4ccccc4)c3C2=O)cc1	66	88	65	86	73
34	CNC1=C([N+](=O)[O-])C(c2cc(OC)c(OC)c(OC)c2)C(C#N)=C(c2ccc[nH]2)O1 (stereo not drawn)	87	93	99	101	106
35	CCOC(=O)c1nn(C2CCCCO2)c2ccc(NC(=O)CSc3nnnn3-c3ccccc3)cc12 (stereo not drawn)	80	102	92	99	93
36	Nc1nc(Cl)c2ncn(Cc3cc4c(cc3Br)OCO4)c2n1	116	32	25	84	17
37	O=C(CCCCCCN1CC(=O)N2[C@@H](c3ccc(Br)cc3)c3[nH]c4ccccc4c3C[C@H]2C1=O)NO	37	38	15	68	70
38	COc1cccc(NC(=O)Nc2ccc(Nc3ncnc4[nH]c(C)c(C)c34)cc2)c1	82	110	116	98	71
39	CC(=O)/C=C/c1ccc(N(C)C)cc1	98	109	102	.	102
40	O=C(CSc1nc2c(c(=O)[nH]1)CCCC2)Nc1ccc(C(=O)O)cc1	104	110	109	87	101

nr	HCT-15	HCC-2998	HT29	SF-268
31	90	91	74	91
32	105	100	101	99
33	68	107	103	62
34	94	110	103	100
35	82	108	108	95
36	31	86	21	85
37	95	80	51	90
38	94	115	95	94
39	97	103	115	99
40	107	112	106	108

# (next part)
nr	Compound	SNB-75	SW-620	HCT-116	SNB-19	KM12
41	CCC1([N+](=O)[O-])COC(c2ccc(Cl)cc2)OC1 (stereo not drawn)	80	103	101	97	103
42	Nc1nc(Br)nc2c1ncn2C1CC(O)C(CO)O1 (stereo not drawn)	77	60	38	49	79
43	COc1ccc2[nH]c(=O)cc(-n3nc(C)c(C#N)c3N)c2c1	85	100	110	103	105
44	Cn1c(=O)[nH]c(=O)c2nc(CCC(=O)Nc3ccccc3)c(=O)[nH]c21	90	103	103	99	107
45	CCC1COS(=O)(=O)CS(=O)(=O)O1 (stereo not drawn)	87[100 µM]	106[100 µM]	105[100 µM]	96[100 µM]	101[100 µM]
46	COc1ccc(OC)c(CN2CCC(N3CCCC(C)C3)CC2)c1 (stereo not drawn)	.	106	101	102	103
47	CCN1C(=O)N(CC)C2C1NN=c1s/c(=C\c3ccccc3Br)c(=O)n12 (stereo not drawn)	10	20	6.2*	27	10
48	Clc1nc(NCCc2ccccc2)c2cn[nH]c2n1	84	100	94	95	94
49	Cc1cnc2ccccc2n1	82	102	106	102	106
50	C=CCOC(=O)Oc1ccc(Cl)cc1Cl	97	111	117	113	114

nr	HCT-15	HCC-2998	HT29	SF-268
41	105	.	90	103
42	59	59	66	74
43	105	115	110	98
44	103	103	109	103
45	108[100 µM]	101[100 µM]	110[100 µM]	100[100 µM]
46	98	.	106	104
47	8.5*	11	4.7*	44
48	101	.	101	76
49	108	99	107	104
50	107	108	123	106

# Given with one line to a screen: entries from further up.
[17] O=c1cc(-c2ccccc2O)oc2ccc3ccccc3c12
[11] COc1cc2oc(-c3cccc(NC(=O)c4cccc(NC(=O)[C@H](C)N)c4)c3)cc(=O)c2c(OC)c1OC
[22] COc1ccccc1C(=O)Nc1ccc(-c2cc(=O)c3c(OC)c(OC)c(OC)cc3o2)cc1
[31] COc1cc(/C=C/C(=O)CC(=O)/C=C/c2cc(Br)c(O)c(OC)c2)cc(Br)c1O
screen / no.,17,11,22,31
SNB-75,84,89,55,89
SW-620,94,102,99,120
HCT-116,77,105,88,87
SNB-19,89,104,77,90
KM12,81,80,82,88
HCT-15,77,72,85,90
HCC-2998,95,105,89,91
HT29,95,101,77,74
SF-268,91,90,64,91

# Next part
nr	Compound	SNB-75	SW-620	HCT-116	SNB-19	KM12
51	CC(C)CCNC(=O)Cn1ccc(N2CCCCC2)cc1=O	102	101	102	106	101
52	c1cc(C2CCCCC2)ccc1-c1cnc2nonc2n1	27	22	4.3*	37	14
53	CN(C)CCCN1c2ccccc2Sc2ccc(Cl)cc21	59&106&48	84&102&86	59&110&28	95&92&98	100&114&88
54	CCNc1nc2cc(Nc3ccnc4cc(Cl)ccc34)ccc2o1	84	55	42	84	38
55	C#CCOc1ccc(C(Nc2ccc(OC)cc2)c2nnnn2C2CCCCC2)cc1 (stereo not drawn)	93	98	89	93	102
56	O=C(O)c1ccc(-n2cc(CNc3ccc(F)cc3)c(-c3ccc(F)c(F)c3)n2)cc1	101	104	92	94	100

nr	HCT-15	HCC-2998	HT29	SF-268
51	103	96	101	101
52	9.6*	8.7*	3.1*	32
53	88&109&73	91&107&59	63&120&27	84&104&83
54	41	69	32	81
55	97	101	101	102
56	86	117	106	94
